Bioassay records: PubChem, National Center for Advancing Translational Sciences (NCATS)
Tau fibril ThT: qHTS for Inhibitors of Tau Fibril Formation, Thioflavin T Binding. recombinant tau K18 P301L, heparin-induced fibrillization, ThT fluorescence. Potency, µM (highest dose often 57.4 µM), for inactives: at the top dose activity, negative = inhibition, usual class: inhibitors. 270,000 tested, 2.1% active. AID 1460, 2008; note: % is set by controls: 0 for no effect and ±100 for the full control effect; nearly all actives have a fitted effect of over 55% in size
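ThT emission at 510 nm, taken 1 hr after adding 30 uM dye, quantifies aggregates formed when 20 uM heparin acts on human tau K18 P301L for 6 hr at 37 C.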
Tau FP inhib: qHTS for Inhibitors of Tau Fibril Formation, Fluorescence Polarization | Microtubule-associated protein tau (Homo sapiens), P10636 | K18 P301L tau heparin fibrillization, Alexa594 FP, 6 h | Potency, µM (titrated, usually from 57.7 µM), for the others: top-dose activity, negative = inhibition, hits mostly inhibitors | AID 1468, 2008 | 280,000 tested, 0.39% active; note: % is set by controls: 0 for no effect and ±100 for the full control effect; nearly all actives have a fitted effect of over 55% in size
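Steps: dispense K18 P301L tau (15 uM plus 0.24 uM Alexa 594 tracer, final) in pH 7 sodium acetate; add compound; add heparin (20 uM final); incubate 6 hr, 37 C; add ThT (30 uM final); after 1 hr ambient, read FP.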
RECQ1 helicase: qHTS Assay for Inhibitors of RecQ-Like Dna Helicase 1 (RECQ1); ATP-dependent DNA helicase Q1 (Homo sapiens), P46063; RECQ1 DNA unwinding, red fluorescence kinetic read; Potency, µM (series often up to 57.3 µM), without a hit: at the highest dose activity, negative = inhibition, usual class: inhibitors; 240,000 tested, 0.54% active; AID 2549, 2010;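 note: plate controls were vehicle for no effect and no enzyme for full effect; nearly all actives have a fitted effect of over 30% in size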
Target sequence (P46063 whole entry, looked up): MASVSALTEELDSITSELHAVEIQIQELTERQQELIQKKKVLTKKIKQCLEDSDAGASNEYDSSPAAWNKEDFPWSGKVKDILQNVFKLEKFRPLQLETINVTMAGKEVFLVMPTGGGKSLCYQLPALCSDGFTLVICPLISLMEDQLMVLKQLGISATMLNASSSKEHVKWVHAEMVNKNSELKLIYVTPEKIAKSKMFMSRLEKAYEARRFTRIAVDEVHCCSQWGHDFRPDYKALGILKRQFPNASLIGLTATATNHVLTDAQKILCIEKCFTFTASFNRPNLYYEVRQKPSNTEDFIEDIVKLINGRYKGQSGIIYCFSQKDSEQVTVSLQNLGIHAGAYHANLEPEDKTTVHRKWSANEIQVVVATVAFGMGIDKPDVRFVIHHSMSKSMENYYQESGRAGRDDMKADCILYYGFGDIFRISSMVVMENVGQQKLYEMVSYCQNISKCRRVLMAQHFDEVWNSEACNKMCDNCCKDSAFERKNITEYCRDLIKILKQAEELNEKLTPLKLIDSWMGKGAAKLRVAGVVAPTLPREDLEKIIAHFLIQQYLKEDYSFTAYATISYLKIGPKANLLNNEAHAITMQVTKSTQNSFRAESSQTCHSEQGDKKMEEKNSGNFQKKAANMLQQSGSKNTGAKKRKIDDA
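50 nM RECQ1T1 preincubated 15 min with compound in Tris pH 8.0 buffer with MgCl2, DTT, Tween-20 and 2.5 ug/ml poly(dI-dC); started with 200 nM TAMRA/BHQ-2 forked duplex and 2 mM ATP. Unwinding read as fluorescence (525/598 nm), two reads 2 h apart.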
HTT cytoprotect: qHTS Multiplex Assay to Identify Dual Action Probes in a Cell Model of Huntington: Cytoprotection (ATP) | AID 1471, 2008 | Potency, µM (top dose mostly 56.4 µM), for inactives: cytoprotection (ATP increase), usual class: activators | PC12 HTT-Q103 induced, cytoprotection, ATP luminescence, 40 h | 230,000 tested, 0.14% active;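 note: % of control where 0% means no effect; nearly all actives have a fitted effect of over 45% in size; toxic huntingtin expression switched on by the ecdysone agonist tebufenozide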
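Compounds added alongside 100 nM tebufenozide, which induces toxic Q103 huntingtin exon 1-GFP in stable PC12 cells; surviving cells quantified by luminescent ATP measurement. Medium: phenol red-free DMEM, 5% equine and 5% calf serum.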
TexasRed fluor: Total Fluorescence Counterscreen for Inhibitors of the Interaction of Thyroid Hormone Receptor and Steroid Receptor Coregulator 2 | TRb/SRC2 Texas Red total fluorescence interference | Potency, µM (doses to about 106 µM), for inactives: at the highest dose fluorescence change, negative = quenching | 280,000 tested, 0.29% active; active = well fitted curve in either direction with a large enough effect; inconclusive = small, poorly fitted or top-dose-only effect; note: % is set by controls: 0 for no effect and ±100 for the full control effect
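Human TRβ ligand-binding domain (0.6 uM) and Texas Red SRC2 peptide (20 nM) in Tris buffer with 1 uM T3 and 5% DMSO were incubated with pinned compound for 5 hr at ambient temperature. Total fluorescence was computed as S + 2P (555/632 nm).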
TRb SRC2 PPI: qHTS for Inhibitors of the Interaction of Thyroid Hormone Receptor and Steroid Receptor Coregulator 2 | Thyroid hormone receptor beta (Homo sapiens), P10828 | TRbeta-SRC2 peptide binding, fluorescence polarization; receptor liganded with 1 µM T3 | Potency, µM (highest dose often 106 µM), for inactives: top-dose activity change, negative = inhibition, most hits filed as inhibitors | 280,000 tested, 0.065% active | AID 1469, 2008;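 note: plate controls were bound peptide for no effect and peptide without receptor for full effect; nearly all actives have a fitted effect of over 50% in size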
Target sequence (P10828 whole entry, looked up): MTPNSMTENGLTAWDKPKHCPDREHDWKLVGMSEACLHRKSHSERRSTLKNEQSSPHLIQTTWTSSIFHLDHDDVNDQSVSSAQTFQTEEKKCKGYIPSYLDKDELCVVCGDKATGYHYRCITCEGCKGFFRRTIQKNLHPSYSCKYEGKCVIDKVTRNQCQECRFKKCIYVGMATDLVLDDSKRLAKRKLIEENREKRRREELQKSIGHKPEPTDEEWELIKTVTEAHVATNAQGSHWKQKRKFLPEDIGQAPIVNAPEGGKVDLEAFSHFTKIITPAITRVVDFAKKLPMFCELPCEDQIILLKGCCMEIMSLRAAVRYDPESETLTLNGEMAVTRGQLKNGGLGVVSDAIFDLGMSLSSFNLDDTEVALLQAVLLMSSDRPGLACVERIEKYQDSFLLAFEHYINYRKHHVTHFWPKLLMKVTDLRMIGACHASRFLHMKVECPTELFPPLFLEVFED
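Binding of a 20-amino-acid Texas Red SRC2 peptide (20 nM) to TRb ligand-binding domain (0.6 uM) with agonist T3 at 1 uM was followed by fluorescence polarization after a 5 hr room-temperature incubation.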
L3MBTL1 inh: qHTS Assay for the Inhibitors of L3MBTL1. AlphaScreen L3MBTL1–H3K9me1 peptide binding. Potency, µM (highest dose often 57.1 µM), inactives show top-dose activity, negative = inhibition, hits mostly inhibitors. 230,000 tested, 0.66% active. AID 485360, 2010; note: % is set by controls: 0 for no effect and ±100 for the full control effect; nearly all actives have a fitted effect of over 60% in size
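Read-out is AlphaScreen signal from streptavidin donor and nickel chelate acceptor beads (10 ug/mL final each) bridging L3MBTL1 (50 nM) and biotinylated K9-monomethylated H3(1-15) peptide (75 nM), after 30 min compound exposure at room temperature.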
Tau fluor cs: Counterscreen qHTS for Inhibitors of Tau Fibril Formation, Fluorescence Polarization; 280,000 tested, 0.93% active; AID 1463, 2008; Potency, µM (series often up to 57.7 µM), without a hit: at the top dose activity change, negative = decrease; tau K18 P301L Alexa594 fluorescence, heparin fibrillization; note: % is set by controls: 0 for no effect and ±100 for the full control effect; nearly all actives have a fitted effect of over 55% in size
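Human tau K18 P301L (15 uM unlabeled, 0.24 uM Alexa 594-labeled) in 100 mM sodium acetate pH 7 with 20 uM heparin, 6 hr at 37 C. ThT 30 uM added, 1 hr ambient; Alexa 594 FP and total fluorescence read at 555/632 nm.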
The depositor's hits bear a star; i = inactive; ? = inconclusive; . = not tested or not shown; [ ] = another dose, or the depositor's remark. Unless noted, calls come from the whole dose curve; as a rule, active = well fitted curve in the direction sought with a large enough effect; inconclusive = small, poorly fitted or top-dose-only effect, or another doubt; inactive = no such curve, though single readings can be large; an effect the other way counts as inactive or inconclusive. Potency is the fitted concentration of half-maximal effect.

SMILES	Tau fibril ThT	Tau FP inhib	RECQ1 helicase	HTT cytoprotect	TexasRed fluor	TRb SRC2 PPI	L3MBTL1 inh	Tau fluor cs
CCCn1nnc(NC(=O)COc2cc(C)ccc2C(C)C)n1	-2%	-4%	i	-8%[0.074 µM]	4%	2%	-8%	-2%
COc1ccc(CCNC(=O)c2cc(-c3cc(C)c(C)cc3O)n[nH]2)cc1OC	-9%	4%	-1%	-3%[10 µM]	-2%	-21%	3%	0%
CC(C)(C)c1ccc(OCC(=O)NCc2ccco2)c(Br)c1	?	-2%	i	-10%	3%	-13%	.	-1%
OC1CCN(c2c3c(nc4cc(-c5cccc(F)c5)nn24)CCCC3)CC1	-5%	1%	-11%	-6%[10 µM]	0%	12%	.	-13%
CN1CCN(CC(O)COCc2ccc3c(c2)OCO3)CC1 (configuration not stated)	-1%	-3%	0%	1%[10 µM]	-4%	4%	5%	3%
CCCCCC1CCC(c2nnc(SCC(C)=O)o2)CC1 (configuration not stated)	?	2%	-2%	-22%	0%	2%	.	-9%
Cc1ccc(-c2ccc(/C=N/NC(=O)c3ccccc3O)o2)cc1	?	-1%	-3%	6%[10 µM]	-16%	2%	49%[activator]	-24%
COc1ccccc1CN1C[C@@H]2C[C@@H](c3ccc4nsnc4c3)N3CCC[C@@]23C1=O	?	-3%	i	4%[10 µM]	-4%	-6%	0%	-10%
COc1ccc(CCn2c(-c3ccco3)nc3nc4ccccc4nc32)cc1OC	?	3%	?	-14%	-2%	-8%	-8%	0%
O=c1ccccn1Cc1c(F)cccc1Cl	-10%	6%	-5%	0%	1%	5%	.	-4%
COc1cc2c(=O)n(CCC(=O)NCC3CCCO3)c(=O)n(CC(=O)Nc3ccc(F)cc3)c2cc1OC (configuration not stated)	-2%	-12%	.	.	-4%	-7%	.	-13%
O=c1oc(-c2cccs2)nc2sc3c(c12)CCCC3	?	-4%	-12%	-3%[10 µM]	-3%	-4%	.	-14%
Cc1ccc(NC(=O)c2ccc([N+](=O)[O-])cc2Cl)nc1	?	6%	6%	9%[10 µM]	-1%	0%	-6%	-17%
COc1ccc(-c2nc3ccc(Cl)cn3c2Nc2ccc(C)cc2)cc1	-16%	11%	.	.	0%	-1%	.	?
Cc1ccc(C2CCN(C(=S)NC3CCCCC3)C2)cc1 (configuration not stated)	-5%	4%	-14%	-13%	-4%	-2%	.	-15%
O=C(c1ccc(Cn2ccc([N+](=O)[O-])n2)cc1)N1CCN(Cc2ccccc2)CC1	0%	10%	-3%	31%[10 µM]	0%	0%	4%	1%
COCCNC(=S)N/N=C(\C)c1ccccc1OC	-5%	-9%	i	.	-2%	2%	0%	-4%
CC(Oc1ccc(F)cc1F)C(=O)/C=C/N(C)C (configuration not stated)	4%	?	-13%	-20%	-5%	-5%	43%[activator]	-4%
CC(C)Nc1ncnc2c1cnn2-c1ccccc1	5%	1%	14%	-57%[inhibitor][10 µM]	-2%	-2%	0%	3%
Cc1nn(Cc2ccccc2Cl)c(C)c1NC(=O)CCCn1nc([N+](=O)[O-])c(Cl)c1C	-4%	0%	-2%	2%[10 µM]	8%	-3%	-1%	0%
CCCn1c(SCC(=O)Nc2ccc(OCC)cc2)nnc1C(C)C	-2%	4%	-5%	8%[10 µM]	-2%	5%	?	-1%
O=C(Cc1ccccc1)NCCc1cn2ccsc2n1	-4%	0%	-3%	17%	1%	2%	-2%	0%
CCCN1C(=O)/C(=C\c2ccncc2)SC1=Nc1ccccc1	4%	6%	-6%	8%[10 µM]	2%	-5%	-28%	4%
O=C(COc1ccccc1)N1CCN=C1SCc1cccnc1	?	?	i	12%	-5%	0%	3%	-17%
c1ccc(COn2c(-c3ccccc3)nc3c2CCc2nonc2-3)cc1	0%	-10%	-7%	-17%	-2%	-17%	1%	-11%

An excerpt from above, reduced to Tau fluor cs and RECQ1 helicase.
smiles | Tau fluor cs | RECQ1 helicase
Cc1ccc(-c2ccc(/C=N/NC(=O)c3ccccc3O)o2)cc1 | -24% | -3%
COc1cc2c(=O)n(CCC(=O)NCC3CCCO3)c(=O)n(CC(=O)Nc3ccc(F)cc3)c2cc1OC (configuration not stated) | -13% | .
c1ccc(COn2c(-c3ccccc3)nc3c2CCc2nonc2-3)cc1 | -11% | -7%

Next section
SMILES	Tau fibril ThT	Tau FP inhib	RECQ1 helicase	HTT cytoprotect	TexasRed fluor	TRb SRC2 PPI	L3MBTL1 inh	Tau fluor cs
O=C(O)c1cccc(S(=O)(=O)NCc2cccs2)c1	-7%	-1%	-1%	-8%[10 µM]	-5%	-6%	-5%	5%
O=C(NC1CC1)c1ccc(-c2nc3ccccc3s2)s1	?	6%	-4%	-25%	0%	-3%	7%	4%
N#Cc1nc(-c2cccc3ccccc23)oc1NCCN1CCOCC1	-17%	12%	i	-24%	-6%	-6%	6%	?
CCOc1ccc(C(=O)Nc2ccccc2CC)cc1[N+](=O)[O-]	-17%	1%	-6%	5%[10 µM]	-5%	0%	2%	-4%
CC12CCC(C(=O)NCc3ccco3)(OC1=O)C2(C)C (configuration not stated)	-5%	-8%	i	1%	-10%	1%	.	-4%
Cc1cc(C)c(-n2[nH]nnc2=S)c(C)c1	-1%	-12%	-12%	-8%[10 µM]	1%	-1%	-2%	-3%
NC(=O)CSc1nc2ccc(NC(=O)COc3ccccc3Cl)cc2s1	?	-11%	.	.	1%	3%	.	-16%
COc1ccc(C(=O)NNC(=O)c2ccc(C(C)(C)C)cc2)cc1	-17%	?	11%	-24%	0%	-5%	.	-7%
COc1ccc(-c2nc3c4ccccc4n(CC(=O)Nc4ccc(C(C)C)cc4)c(=O)n3n2)cc1	3%	-1%	.	.	-2%	-9%	.	1%
C[C@H](NC(=O)OC(C)(C)C)c1nnc(SCc2ccc(Cl)cc2Cl)o1	-7%	14%	.	.	2%	-1%	.	-14%
CCOC(=O)C1(P(=O)(c2ccc(Cl)cc2)c2ccc(Cl)cc2)CCC1	-11%	3%	-10%	-9%	1%	1%	.	-5%
CCOc1ccc(Br)cc1CNCCSc1nnnn1-c1ccccc1	-6%	1%	.	.	6%	3%	.	-6%
Cc1ccc(OCc2nc(-c3ccc(-n4cccc4)cc3)no2)cc1C	?	-11%	-5%	5%	1%	3%	.	-4%
O=C(CCCCC(=O)NC1CCCC1)NC1CCCC1	7%	8%	13%	29%[10 µM]	-1%	5%	6%	11%
COc1cccc(N2CC(NC(=O)c3ccc4c(c3)OCO4)CC2=O)c1 (configuration not stated)	1%	-1%	.	.	0%	0%	.	0%
COc1ccc(C2=C(CC(=O)O)C(=O)CC2)cc1	0%	9%	-6%	19%[10 µM]	-1%	1%	11%	0%
Cc1cccc(NNC(N)=S)c1	?	?	10%	-6%	-2%	7%	-14%	-9%
CCOC(=O)Cn1c(=O)oc2cc(S(=O)(=O)N3CCN(C(=O)c4ccco4)CC3)ccc21	-6%	-11%	-12%	.	-1%	-4%	3%	-6%
CCOc1ncccc1C(=O)N(C)CC(=O)Nc1ccc(F)cc1	2%	5%	-4%	-9%[10 µM]	-6%	-6%	-12%	0%
Cn1cc([N+](=O)[O-])c(C(=O)NCc2ccccc2)n1	-11%	-3%	i	-3%[10 µM]	-1%	-5%	7%	-8%
Cc1ccc(S(=O)(=O)Nc2c(C)nc3nc(C)[nH]n3c2=O)c(C)c1	0%	2%	.	.	-2%	-3%	.	-1%
O=c1oc2ccc3ccccc3c2cc1-c1nnc(Nc2cc(C(F)(F)F)ccc2Cl)s1	11%	-3%	.	.	-1%	-2%	.	10%
CNC(=O)c1c(NC(=O)c2ccc(S(=O)(=O)N3CCCCC3C)cc2)sc2c1CCC2 (configuration not stated)	-9%	-9%	.	.	0%	0%	.	-29%
C/C(CC(=O)Nc1cc(C)ccn1)=N\NC(=O)c1ccccc1C	?	?	0%	15%[10 µM]	-7%	-1%	-8%	?
COc1ccc(Cl)cc1NC(=O)c1nn(C)c2c1CS(=O)(=O)c1ccccc1-2	3%	-15%	.	.	-20%	0%	.	-1%
CCC(C)N1C(=S)SC(C)(C)C1N(O)C(=O)NC1CCCCC1 (configuration not stated)	5%	2%	-7%	11%[10 µM]	-1%	-4%	-3%	2%
O=C(COC(=O)CNC(=O)c1cccs1)Nc1ccccc1C(F)(F)F	6%	4%	-1%	-10%	-3%	0%	-29%	2%
OC[C@H]1O[C@@H](Oc2cc(O)cc(/C=C/c3ccc(O)cc3)c2)[C@H](O)[C@@H](O)[C@@H]1O	?	13%	i	.	-3%	-1%	.	-18%
Cc1nc(N)ncc1C(=O)Nc1ccccc1	6%	-6%	-15%	-18%	-3%	-10%	-29%	0%
CC1=CC=CC2=NC(=O)CC(C)(C(=O)O)N12 (configuration not stated)	-13%	-6%	3%	-7%[10 µM]	-3%	0%	10%	-15%

Complete entries, quoted from the list:
Profile of CCOc1ccc(Br)cc1CNCCSc1nnnn1-c1ccccc1 → Tau fibril ThT: -6%; Tau FP inhib: 1%; RECQ1 helicase: .; HTT cytoprotect: .; TexasRed fluor: 6%; TRb SRC2 PPI: 3%; L3MBTL1 inh: .; Tau fluor cs: -6%
Profile of COc1ccc(-c2nc3c4ccccc4n(CC(=O)Nc4ccc(C(C)C)cc4)c(=O)n3n2)cc1 → Tau fibril ThT: 3%; Tau FP inhib: -1%; RECQ1 helicase: .; HTT cytoprotect: .; TexasRed fluor: -2%; TRb SRC2 PPI: -9%; L3MBTL1 inh: .; Tau fluor cs: 1%

Not all compounds are listed; rates above refer to the full screens.
